BioA inh: M. tuberculosis BioA enzyme inhibitors, primary screen, biochemical, plate reader, single point, HTS. 7,8-diaminopelargonic acid synthase BioA (Mycobacterium tuberculosis). purified M. tuberculosis BioA enzyme. inhibition, % at 9.99 µM. 360,000 compounds, 0.096% hits. AID 602481, 2012; in the data active means inhibition above about 40%
Numbers without * were called inactive. A portion of the library; count on the stated rates, not on these rows.

SMILES	BioA inh
C[C@@H]1CN([C@@H](C)CO)C(=O)c2cc(NC(=O)CCCN(C)C)ccc2O[C@H]1CN(C)Cc1ccc(Oc2ccccc2)cc1	1.7
C[C@@H]1CN([C@@H](C)CO)C(=O)c2cccc(NS(=O)(=O)c3ccc(F)cc3)c2O[C@@H]1CN(C)Cc1ccc(C(F)(F)F)cc1	0.8
CN(C)CC#Cc1ccc([C@@H]2[C@H](CO)N3CCCCN(S(=O)(=O)c4ccccc4)C[C@@H]23)cc1	2.4
O=C(C[C@H]1C[C@H]2c3cc(NC(=O)NC4CCCC4)ccc3O[C@H]2[C@H](CO)O1)NCCc1ccccc1	-1.3
COc1ccc(S(=O)(=O)N(C)C[C@@H]2Oc3c(NC(=O)C4CCCCC4)cccc3C(=O)N([C@H](C)CO)C[C@H]2C)cc1	-1.2
CCC(=O)N(C)C[C@@H]1Oc2ncc(C#Cc3cccnc3)cc2C(=O)N([C@H](C)CO)C[C@@H]1C	6.7
CN(C)Cc1cn(CC[C@@H]2CC[C@H](NS(=O)(=O)c3ccc(-c4ccccc4)cc3)[C@@H](CO)O2)nn1	-2.8
CCCNC(=O)C[C@@H]1CC[C@@H]2[C@H](COc3ccc(NC(=O)CCC)cc3C(=O)N2C)O1	-0.4
CCN1[C@H](C(=O)Nc2ccccc2)[C@@H](CO)[C@@H]2Cn3c(ccc(-c4ccncc4)c3=O)[C@@H]21	0.7
Cc1noc(C)c1NC(=O)Nc1ccc2c(c1)C(=O)N([C@@H](C)CO)C[C@H](C)[C@@H](CN(C)C)OCCCC[C@@H](C)O2	-1.7
COc1ccc(S(=O)(=O)N(C)C[C@@H]2Oc3ccc(NC(=O)NC4CCCCC4)cc3C(=O)N([C@@H](C)CO)C[C@@H]2C)cc1	1.3
Cc1noc(C)c1NC(=O)N(C)C[C@@H]1Oc2ccc(NC(=O)NC(C)C)cc2C(=O)N([C@H](C)CO)C[C@H]1C	-1.5
CCCN1C[C@H](C)[C@H](OC)CN(C)C(=O)c2cc(NS(C)(=O)=O)ccc2OC[C@@H]1C	-0.4
CO[C@@H]1CN(C)C(=O)c2cc(NC(=O)Cc3ccccc3)ccc2OC[C@@H](C)N(C(=O)c2ccccc2F)C[C@H]1C	-2.3
C[C@H]1CN([C@@H](C)CO)C(=O)Cc2cc(NC(=O)NC3CCCCC3)ccc2O[C@@H]1CN(C)C(=O)Nc1ccc(C(F)(F)F)cc1	0.8
Cc1ccc(S(=O)(=O)N[C@H]2C=C[C@H](CC(=O)NCCN3CCCCC3)O[C@@H]2CO)cc1	0.3
C[C@@H]1CCCCO[C@H](CN(C)CC2CC2)[C@H](C)CN([C@@H](C)CO)C(=O)c2cc(NC(=O)Nc3ccc(F)cc3)ccc2O1	2.7
CO[C@H]1CN(C)C(=O)c2ccc(NC(=O)C3CCCCC3)cc2OC[C@H](C)N(Cc2cccnc2)C[C@H]1C	0.8
C[C@H](CO)N1C[C@H](C)[C@H](CN(C)C)Oc2c(NC(=O)C3CCOCC3)cccc2C1=O	-3.3
C[C@@H]1CCCCO[C@@H](CN(C)S(=O)(=O)c2ccc(F)cc2)[C@H](C)CN([C@H](C)CO)C(=O)c2cc(NS(=O)(=O)c3cn(C)cn3)ccc2O1	-0.6
C[C@@H]1CN([C@@H](C)CO)C(=O)Cc2cc(NC(=O)Nc3ccccc3)ccc2O[C@H]1CN(C)Cc1ccc(Oc2ccccc2)cc1	5.8
C[C@H]1CN([C@@H](C)CO)C(=O)CCCn2nncc2CO[C@@H]1CN(C)C(=O)CCC(F)(F)F	-0.4
COCCNC(=O)C[C@@H]1CC[C@H]2[C@@H](COc3ccc(NC(=O)COC)cc3C(=O)N2C)O1	-2.1
COc1ccc(S(=O)(=O)Nc2ccc3c(c2)CC(=O)N([C@H](C)CO)C[C@H](C)[C@@H](CN(C)Cc2ccccc2)O3)cc1	0.5
C[C@H](CO)N1C[C@H](C)[C@@H](CN(C)C)OCCCC[C@H](C)Oc2ccc(NC(=O)CCC(F)(F)F)cc2C1=O	-0.8

Reprinted at random: 4 records from the list, in no set order.
SMILES	BioA inh
COc1ccc(S(=O)(=O)N(C)C[C@@H]2Oc3ccc(NC(=O)NC4CCCCC4)cc3C(=O)N([C@@H](C)CO)C[C@@H]2C)cc1	1.3
C[C@H]1CN([C@@H](C)CO)C(=O)Cc2cc(NC(=O)NC3CCCCC3)ccc2O[C@@H]1CN(C)C(=O)Nc1ccc(C(F)(F)F)cc1	0.8
O=C(C[C@H]1C[C@H]2c3cc(NC(=O)NC4CCCC4)ccc3O[C@H]2[C@H](CO)O1)NCCc1ccccc1	-1.3
C[C@@H]1CN([C@@H](C)CO)C(=O)c2cccc(NS(=O)(=O)c3ccc(F)cc3)c2O[C@@H]1CN(C)Cc1ccc(C(F)(F)F)cc1	0.8

Five entries from above, reformatted.
structure | BioA inh
COc1ccc(S(=O)(=O)N(C)C[C@@H]2Oc3c(NC(=O)C4CCCCC4)cccc3C(=O)N([C@H](C)CO)C[C@H]2C)cc1 | -1.2
CCC(=O)N(C)C[C@@H]1Oc2ncc(C#Cc3cccnc3)cc2C(=O)N([C@H](C)CO)C[C@@H]1C | 6.7
CN(C)Cc1cn(CC[C@@H]2CC[C@H](NS(=O)(=O)c3ccc(-c4ccccc4)cc3)[C@@H](CO)O2)nn1 | -2.8
CCCNC(=O)C[C@@H]1CC[C@@H]2[C@H](COc3ccc(NC(=O)CCC)cc3C(=O)N2C)O1 | -0.4
CCN1[C@H](C(=O)Nc2ccccc2)[C@@H](CO)[C@@H]2Cn3c(ccc(-c4ccncc4)c3=O)[C@@H]21 | 0.7

Other structures follow:
SMILES	BioA inh
CO[C@H]1CN(C)C(=O)c2cc(NC(=O)Nc3cccc(Cl)c3)ccc2OC[C@H](C)NC[C@@H]1C	2.9
O=C([C@H]1[C@H](CO)[C@H]2Cn3c(ccc(/C=C/c4ccccc4)c3=O)[C@H]2N1CC1CC1)N1CCCCC1	0.6
C[C@H]1CN([C@@H](C)CO)S(=O)(=O)c2ccc(C#CC3(O)CCCC3)cc2O[C@H]1CN(C)C	-2.1
C[C@H](CO)N1C[C@H](C)[C@H](CN(C)Cc2ccccc2)Oc2ncc(-c3cccc(C(F)(F)F)c3)cc2C1=O	-0.7
C[C@@H]1CCCCO[C@@H](CN(C)S(=O)(=O)c2ccccc2)[C@H](C)CN([C@H](C)CO)C(=O)c2cc(NS(=O)(=O)c3ccc(F)cc3)ccc2O1	-3.6
Cc1ccccc1S(=O)(=O)N1CCCCN2[C@@H](CO)[C@@H](c3ccc(-c4cccc(F)c4)cc3)[C@@H]2C1	0.5
CC(C)NC(=O)Nc1ccc2c(c1)C(=O)N([C@H](C)CO)C[C@H](C)[C@H](CN(C)C(=O)c1ccncc1)OCCCC[C@@H](C)O2	0.4
COc1ccc(CN(C)C[C@H]2Oc3c(NS(=O)(=O)c4cccs4)cccc3C(=O)N([C@@H](C)CO)C[C@@H]2C)cc1	-0.6
C[C@@H]1CN([C@H](C)CO)C(=O)c2cc(NC(=O)Nc3cccc4ccccc34)ccc2O[C@@H](C)CCCCO[C@H]1CN(C)S(=O)(=O)c1ccc(Cl)cc1	0.9
O=C(NCC[C@@H]1CC[C@H](NC(=O)c2ccc3c(c2)OCO3)[C@@H](CO)O1)Nc1ccc(Cl)cc1	1.4
C[C@@H]1CN([C@H](C)CO)C(=O)c2cc(NS(=O)(=O)c3cn(C)cn3)ccc2O[C@@H](C)CCCCO[C@@H]1CN(C)C(=O)NC1CCCCC1	1.0
C[C@H](CO)N1C[C@H](C)[C@H](CN(C)C(=O)Nc2ccccc2)OCCCC[C@H](C)Oc2ccc(NC(=O)c3ccccc3)cc2C1=O	-0.3
C[C@H](CO)N1C[C@H](C)[C@H](CN(C)Cc2ccncc2)Oc2c(NC(=O)Nc3cccc4ccccc34)cccc2C1=O	-1.5
CN(C)CC(=O)N1C[C@H]2[C@@H](c3ccccc31)[C@@H](CO)N2C(=O)c1ccccn1	-6.7
CN1C(=O)c2cc(NC(=O)c3ccc(F)cc3)ccc2OC[C@@H]2O[C@@H](CC(=O)NCC3CC3)CC[C@@H]21	-1.8
CCCNC(=O)c1cc2c(c(-c3cccc(-c4cccc(F)c4)c3)n1)[C@@H](CCO)N([S@](=O)C(C)(C)C)C2	5.8
COc1ccc(CN(C)C[C@H]2OCCCC[C@H](C)Oc3ccc(NC(=O)CCC(F)(F)F)cc3C(=O)N([C@H](C)CO)C[C@@H]2C)cc1	0.0
C[C@@H]1CCCCO[C@@H](CN(C)Cc2ccc(C(=O)O)cc2)[C@@H](C)CN([C@H](C)CO)C(=O)c2cc(NC(=O)Nc3ccc(C(F)(F)F)cc3)ccc2O1	1.0
O=C(c1ccncc1)N1CCCCN2[C@H](CO)[C@H](c3ccc(-c4ccccc4)cc3)[C@H]2C1	-0.4
COc1ccc(S(=O)(=O)N(C)C[C@H]2Oc3ccc(NS(=O)(=O)c4ccccc4)cc3C(=O)N([C@@H](C)CO)C[C@@H]2C)cc1	-2.1
CO[C@H]1CN(C)C(=O)c2ccc(NC(=O)Nc3cc(F)ccc3F)cc2OC[C@H](C)N(C(=O)c2ccccn2)C[C@H]1C	0.0
O=C(Nc1cccc(F)c1)N1CCCCN2[C@@H](CO)[C@H](c3ccc(C#Cc4ccccc4)cc3)[C@@H]2C1	-0.8
C[C@@H]1CCCCO[C@@H](CN(C)C(=O)C2CCCCC2)[C@H](C)CN([C@@H](C)CO)C(=O)c2cc(NS(=O)(=O)c3cccs3)ccc2O1	-4.8
O=C(CCN1CCCCC1)NCC[C@@H]1CC[C@H](NC(=O)C2CCCC2)[C@H](CO)O1	-1.2
COc1ccc(NC(=O)Nc2ccc3c(c2)C(=O)N([C@H](C)CO)C[C@@H](C)[C@H](CN(C)Cc2ccc(C(=O)O)cc2)OCCCC[C@@H](C)O3)cc1	2.2

In another format: results already given.
canonical_smiles | BioA inh
O=C(CCN1CCCCC1)NCC[C@@H]1CC[C@H](NC(=O)C2CCCC2)[C@H](CO)O1 | -1.2
CO[C@H]1CN(C)C(=O)c2cc(NC(=O)Nc3cccc(Cl)c3)ccc2OC[C@H](C)NC[C@@H]1C | 2.9

(more compounds)
SMILES	BioA inh
COc1ccc(S(=O)(=O)Nc2ccc3c(c2)CC(=O)N([C@H](C)CO)C[C@H](C)[C@@H](CN(C)S(=O)(=O)c2cccs2)O3)cc1	0.4
CN(C)C(=O)C[C@@H]1CC[C@H]2[C@H](COc3ccc(NC(=O)c4ccc(F)cc4)cc3C(=O)N2C)O1	-0.2
C[C@H]1CN([C@@H](C)CO)C(=O)c2cc(NC(=O)Cc3cn(C)c4ccccc34)ccc2O[C@@H]1CN(C)Cc1ccc(Cl)c(Cl)c1	-1.7
C[C@H]1CCCCO[C@@H](CN(C)C(=O)Nc2ccc(C(F)(F)F)cc2)[C@@H](C)CN([C@@H](C)CO)C(=O)c2cc(NS(=O)(=O)c3ccc(F)cc3)ccc2O1	-3.0
CCS(=O)(=O)N1CCCCN2[C@H](C1)[C@H](c1ccc(-c3ccccc3C)cc1)[C@@H]2CO	1.8
CCC(=O)N(C)C[C@@H]1Oc2cc(-c3ccccc3F)ccc2S(=O)(=O)N([C@@H](C)CO)C[C@@H]1C	0.4
CC=Cc1ccc2n(c1=O)C[C@H]1[C@H](CO)[C@@H](C(=O)NCc3ccccc3F)N(CCC)[C@@H]21 (mixture of isomers)	2.6
Cc1ccc(S(=O)(=O)N(C)C[C@@H]2OCc3ccccc3-c3c(n(C)c4ccccc34)C(=O)N([C@H](C)CO)C[C@H]2C)cc1	0.2
COc1ccc(NC(=O)Nc2ccc3c(c2)C(=O)N([C@@H](C)CO)C[C@@H](C)[C@H](CN(C)S(=O)(=O)c2ccc(OC)cc2)OCCCC[C@H](C)O3)cc1	-1.3
CN1C(=O)c2cc(NS(=O)(=O)c3ccccc3F)ccc2OC[C@H]2O[C@@H](CC(=O)NC3Cc4ccccc4C3)CC[C@H]21	0.0
COc1ccccc1C(=O)Nc1ccc2c(c1)OC[C@H](C)NC[C@@H](C)[C@@H](OC)CN(C)C2=O	2.9
C[C@H](CO)N1C[C@H](C)[C@@H](CN(C)C(=O)C2CC2)Oc2cc(-c3ccccc3)ccc2S1(=O)=O	10
COc1ccc(S(=O)(=O)Nc2ccc3c(c2)C(=O)N([C@H](C)CO)C[C@@H](C)[C@@H](CN(C)C(=O)c2ccccc2)OCCCC[C@H](C)O3)cc1	0.1
CO[C@H]1CN(C)C(=O)c2cc(NC(=O)c3nc4ccccc4s3)ccc2OC[C@H](C)N(Cc2ccncc2)C[C@@H]1C	-2.4
C[C@@H]1CN([C@H](C)CO)C(=O)c2cc(NS(=O)(=O)c3ccccc3)ccc2O[C@@H]1CN(C)Cc1ccncc1	-3.7
COc1ccc(NC(=O)Nc2ccc3c(c2)[C@@H]2C[C@H](CC(=O)NC4CCCCC4)O[C@H](CO)[C@@H]2O3)cc1	-0.6
COc1ccc(NC(=O)Nc2ccc3c(c2)C(=O)N([C@@H](C)CO)C[C@H](C)[C@H](CN(C)Cc2ccc(Cl)c(Cl)c2)OCCCC[C@@H](C)O3)cc1	-0.3
Cc1ccc(S(=O)(=O)N(C)C[C@@H]2Oc3ccc(NC(=O)CCC(F)(F)F)cc3C(=O)N([C@@H](C)CO)C[C@H]2C)cc1	1.6
C[C@H](CO)N1C[C@H](C)[C@H](CN(C)C(=O)CN2CCOCC2)Oc2cc(/C=C/c3ccccc3)ccc2S1(=O)=O	-0.8
C[C@H]1CN([C@@H](C)CO)C(=O)c2cc(C3=CCCC3)cnc2O[C@@H]1CN(C)C(=O)c1ccc(F)cc1	-4.5
O=C(C[C@H]1CC[C@H](NC(=O)c2cccnc2)[C@@H](CO)O1)NCc1ccc(Cl)c(Cl)c1	-0.3
CC(C)NC(=O)N(C)C[C@@H]1Oc2c(NC(=O)NC3CCCCC3)cccc2C(=O)N([C@H](C)CO)C[C@H]1C	-0.4
O=C(N[C@@H]1CC[C@@H](CCNC(=O)C2CCOCC2)O[C@H]1CO)c1ccccn1	-3.3
O=C(Nc1ccc(Cl)cc1)N[C@H]1CC[C@@H](CCNS(=O)(=O)c2ccccc2F)O[C@H]1CO	1.9
C[C@H](CO)N1C[C@H](C)[C@@H](CN(C)Cc2ccccc2)Oc2ncc(-c3cccc(F)c3)cc2C1=O	1.8
COc1ccccc1-c1ccc2c(c1)O[C@H](CN(C)C(=O)Nc1cccc(F)c1)[C@@H](C)CN([C@@H](C)CO)S2(=O)=O	-3.2
